ARNT TACC3 PPI – disruptors of ARNT/TACC3 protein interaction, primary screen, biochemical, AlphaScreen, single concentration | 390,000 tested, 0.66% active | inhibition, % at 9.99 µM | AlphaScreen His-ARNT PAS-B/GST-TACC3 binding, luminescence; TACC3 fragment carries E629A point mutation | Transforming acidic coiled-coil-containing protein 3 (Homo sapiens), Q9Y6A5 | AID 623870, 2012;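 active = mean inhibition of replicates at least 50% and at least half of replicates each reaching 50%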;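 also: 0% = complete ARNT plus TACC3 wells and 100% = ARNT alone without TACC3; many hits fall short of the cut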
GSIS activator – GLuc luminescence reporter in INS-1E cells, primary screen for activators of glucose-dependent secretion of insulin; AID 743287, 2014; activation, % at 16.6 µM; 370,000 tested, 0.61% active; INS-1E GLuc reporter insulin secretion, 2-3 h;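 active = lowest replicate activation of at least 40%, so every replicate reaches that level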;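 also: 0% = median of neutral control wells and 100% = median of IBMX positive control wells; some compounds called inactive have numbers as strong as hits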
RAD54 inh – inhibitors of human RAD54 branch migration, primary screen, biochemical, fluorescence, single point; RAD54 Holliday junction branch migration, FAM/BHQ fluorescence; inhibition, % at 10.4 µM; 360,000 tested, 0.14% active; AID 602329, 2012;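 active = mean normalized replicate activity at least 40 and at least half of replicates scoring 40 or more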;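 also: 0% = median of neutral control wells and 100% = median of positive control wells; inhibitors cause a drop in the FAM fluorescence signal; in these data hits start at about 50%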
F508del corr – F508del CFTR correction, initial screen, CFBE line, single point. CFBE cells, YFP halide quenching; stimulated with forskolin plus potentiator P3; % fluorescence drop versus neutral controls. activity (quench increase), % at 7.58 µM. 350,000 tested, 0.36% active. AID 720511, 2013;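 active = mean added fluorescence quench of at least 8% versus neutral control, with both replicates also reaching 8%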;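 also: cells transiently co-express mutant CFTR-F508del with the halide-sensitive YFP; corrector assay measuring rescue of mutant channel to the surface after 24 h compound exposure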
XiGFP reactiv – activators of inactive X chromosome reactivation, primary screen, imaging, XiGFP fibroblasts, GFP high-content imaging, set 2 | XiGFP mouse fibroblasts, % GFP-positive cells imaging, 3 d; cells co-treated with 5-aza-dC sensitizer; scaled so ellipticine positive control = 100% | 360,000 tested, 0.055% active | activation, % at 7.58 µM;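 active = mean normalized replicate activation at least 10% and every replicate at or above 10%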;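 also: 0% = median of on-plate neutral control wells and 100% = ellipticine 6 µM median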
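Schedule: 3 d treatment, 15 min room-temperature fixation; system: 68-5-11 XiGFP fibroblast line; buffer or medium: DMEM plus 5-aza-dC sensitizer; control set: ellipticine 6 µM positive control; compound: one concentration, pinned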
ERAP1 inh – human ERAP1 aminopeptidase inhibitors, primary screen, biochemical, single point, plate reader | recombinant ERAP1, Leu-AMC fluorescence, 60 min | inhibition, % at 10.7 µM | 340,000 tested, 0.15% active | AID 652197, 2013;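 active = mean replicate inhibition of at least 30%, or all replicates individually reaching that 30% level; inactive = mean below 30% and not every replicate reaching it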;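 also: 0% = neutral control wells and 100% = L-leucinethiol positive control wells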
Target sequence (Q9NZ08 whole entry, looked up): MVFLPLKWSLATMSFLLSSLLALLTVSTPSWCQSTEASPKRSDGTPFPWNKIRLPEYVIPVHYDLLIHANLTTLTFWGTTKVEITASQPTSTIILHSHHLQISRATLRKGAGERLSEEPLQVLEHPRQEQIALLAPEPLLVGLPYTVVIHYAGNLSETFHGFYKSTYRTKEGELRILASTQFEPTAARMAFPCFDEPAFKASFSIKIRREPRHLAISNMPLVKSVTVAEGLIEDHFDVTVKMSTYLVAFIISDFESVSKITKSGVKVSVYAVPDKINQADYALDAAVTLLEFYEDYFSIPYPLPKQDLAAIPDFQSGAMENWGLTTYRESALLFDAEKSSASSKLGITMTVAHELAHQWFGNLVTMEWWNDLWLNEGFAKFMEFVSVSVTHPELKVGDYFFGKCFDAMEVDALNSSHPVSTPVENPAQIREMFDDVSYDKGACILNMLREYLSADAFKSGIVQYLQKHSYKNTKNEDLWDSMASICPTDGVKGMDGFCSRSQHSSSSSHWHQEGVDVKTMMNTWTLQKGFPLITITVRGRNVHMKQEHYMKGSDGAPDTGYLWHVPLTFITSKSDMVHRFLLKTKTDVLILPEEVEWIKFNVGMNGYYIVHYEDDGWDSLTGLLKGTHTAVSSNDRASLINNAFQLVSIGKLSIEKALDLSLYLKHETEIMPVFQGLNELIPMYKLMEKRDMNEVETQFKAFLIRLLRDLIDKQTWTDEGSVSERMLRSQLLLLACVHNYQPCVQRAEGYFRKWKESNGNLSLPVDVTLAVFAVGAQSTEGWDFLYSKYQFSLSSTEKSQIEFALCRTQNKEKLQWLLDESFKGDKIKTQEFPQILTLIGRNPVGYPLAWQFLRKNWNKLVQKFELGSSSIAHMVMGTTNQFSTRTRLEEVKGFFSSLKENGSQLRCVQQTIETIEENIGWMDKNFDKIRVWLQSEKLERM
RAD52 inh – RAD52 DNA annealing inhibitors, primary screen, biochemical, FRET, single point, set 2 | recombinant RAD52 DNA annealing, FRET fluorescence | inhibition, % at 18.7 µM | 360,000 tested, 0.46% active;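 active = every replicate showing at least 50% inhibition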
esBAF inh – Bmi1 luciferase reporter increase in mESCs, primary screen, esBAF inhibitor project, mouse ES cells, Bmi1 luciferase knock-in, single point. 24 h; 100% = twice the neutral-well signal. reporter increase, % at 12.5 µM. 350,000 tested, 2% active. AID 602393, 2012; in the data active = activation above about 40%;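 also: 0% = median of the plate's neutral control wells and 100% = double that signal; a rise in the Bmi1 reporter signal indicates esBAF inhibition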
Starred values were filed as active, the others as inactive; / = not tested or not shown.

SMILES | ARNT TACC3 PPI | GSIS activator | RAD54 inh | F508del corr | XiGFP reactiv | ERAP1 inh | RAD52 inh | esBAF inh
O=C(c1cc(-c2ccc(Cl)cc2)on1)N1CCOCC1 | 0.7 | 15.8 | 2.0 | / | / | -3.1 | -0.6 | -35.1
C[C@H](CO)N1C[C@H](C)[C@H](CN(C)C(=O)c2cc(Cl)cc(Cl)c2)OCc2ccccc2-c2c(n(C)c3ccccc23)C1=O | / | -9.2 | / | 0.7 | -0.8 | -5.1 | 21.2 | /
COc1ccc(-c2cc(C(=O)Nc3ccc(OC)cc3OC)no2)cc1 | 0.8 | -17.1 | 2.7 | -2.0 | 0.0 | -2.5 | -7.8 | -4.5
CCCNC(=O)C[C@@H]1CC[C@@H]2[C@H](COC[C@H](O)CN2C(=O)Nc2ccccc2OC)O1 | -5.0 | 6.5 | -4.3 | -0.8 | 0.0 | -4.0 | 17.2 | 1.2
C[C@@H]1CN([C@H](C)CO)C(=O)c2cc(NC(=O)Cc3ccccc3)ccc2O[C@@H](C)CCCCO[C@H]1CN(C)C(=O)NC1CCCCC1 | 0.2 | -19.7 | -5.1 | 4.2 | 0.1 | 1.0 | -26.2 | 12.0
Cc1nn(Cc2ccc(C(=O)N3CCOCC3)o2)c(C)c1Br | -0.9 | -37.5 | / | / | 0.2 | 1.6 | -5.7 | /
CCCNC(=O)Nc1ccc2c(c1)C(=O)N(C)C[C@H](OC)[C@H](C)CN(S(C)(=O)=O)[C@@H](C)CO2 | / | 5.2 | / | -0.6 | 0.2 | -0.4 | 18.4 | /
O=C(C1CC1)N1[C@H](CO)[C@H]2c3ccccc3N(S(=O)(=O)c3ccc(F)cc3)C[C@H]21 | 6.6 | -0.4 | -12.6 | 2.9 | 0.4 | -1.8 | 2.7 | 0.7
Cc1cccc(C2c3[nH]c4ccccc4c3CCN2C(=O)Cc2n[nH]c(C)n2)n1 (stereo not given) | 1.5 | -9.0 | / | / | 0.0 | 1.8 | -6.5 | /
O=C(NCc1ccncc1)c1cccc(S(=O)(=O)N2CCc3ccccc32)c1 | 4.2 | / | -9.2 | -3.0 | 0.0 | -3.0 | -21.4 | -29.4
C[C@H]1CN([C@@H](C)CO)C(=O)c2cc(NS(=O)(=O)c3ccccc3)ccc2O[C@@H]1CN(C)Cc1ccc2c(c1)OCO2 | / | 18.0 | 1.9 | 0.8 | 0.1 | -0.7 | -5.9 | 1.6
CSCC[C@H](NC(=O)OC(C)(C)C)c1nnc(SCC(=O)Nc2ccc(C)cc2C)o1 | 0.8 | -28.5 | 2.9 | / | / | / | / | -1.1
CCn1c(N2CCN(C(c3ccccc3)c3ccccc3)CC2)nc2c1c(=O)[nH]c(=O)n2C | 5.3 | -4.9 | -10.9 | -2.3 | 0.1 | -2.8 | -2.4 | -6.0
CCOC(=O)C1=C[C@@H](C(C)(C)C)N(S(=O)(=O)c2ccc(C)cc2)[C@H]1c1ccc(F)cc1 | / | -5.2 | -1.9 | -1.5 | 0.0 | 0.0 | -3.5 | -5.5
COc1cc(/C=C/C(=O)OCC(=O)NCCCc2ccccc2)cc(OC)c1OC | -4.4 | 9.7 | -0.8 | 1.8 | 0.1 | -0.7 | -4.7 | 7.7

5 records drawn at random from the list so far, as already listed:
SMILES | ARNT TACC3 PPI | GSIS activator | RAD54 inh | F508del corr | XiGFP reactiv | ERAP1 inh | RAD52 inh | esBAF inh
O=C(C1CC1)N1[C@H](CO)[C@H]2c3ccccc3N(S(=O)(=O)c3ccc(F)cc3)C[C@H]21 | 6.6 | -0.4 | -12.6 | 2.9 | 0.4 | -1.8 | 2.7 | 0.7
COc1cc(/C=C/C(=O)OCC(=O)NCCCc2ccccc2)cc(OC)c1OC | -4.4 | 9.7 | -0.8 | 1.8 | 0.1 | -0.7 | -4.7 | 7.7
CCn1c(N2CCN(C(c3ccccc3)c3ccccc3)CC2)nc2c1c(=O)[nH]c(=O)n2C | 5.3 | -4.9 | -10.9 | -2.3 | 0.1 | -2.8 | -2.4 | -6.0
C[C@@H]1CN([C@H](C)CO)C(=O)c2cc(NC(=O)Cc3ccccc3)ccc2O[C@@H](C)CCCCO[C@H]1CN(C)C(=O)NC1CCCCC1 | 0.2 | -19.7 | -5.1 | 4.2 | 0.1 | 1.0 | -26.2 | 12.0
COc1ccc(-c2cc(C(=O)Nc3ccc(OC)cc3OC)no2)cc1 | 0.8 | -17.1 | 2.7 | -2.0 | 0.0 | -2.5 | -7.8 | -4.5

The list continues:
SMILES | ARNT TACC3 PPI | GSIS activator | RAD54 inh | F508del corr | XiGFP reactiv | ERAP1 inh | RAD52 inh | esBAF inh
O=Cc1ccc(N2Cc3ccccc3C2)cc1 | 0.2 | -10.1 | -7.2 | 0.2 | -0.1 | 1.4 | -20.6 | 10.3
Cc1ccc(C(NC(=O)NN2CCN(C)CC2)C(Cl)Cl)cc1F (stereo not given) | -0.7 | -7.2 | -2.1 | 3.2 | 0.2 | -1.2 | 2.7 | 10.6
COc1cc(C(=O)O/N=C(\N)c2ccncc2)cc(OC)c1OC | 8.8 | -0.4 | -7.4 | 1.8 | / | 1.3 | 8.2 | -5.1
COC(=O)c1c2oc(c1C(=O)OC)C(=O)N(C)Cc1cn(nn1)C[C@H](Cc1ccccc1)NC(=O)N[C@H](CO)CC2 | -4.0 | / | -5.6 | -3.5 | / | -2.3 | 14.9 | /
Cc1noc(C)c1S(=O)(=O)Nc1ccc2c(c1)C(=O)N([C@H](C)CO)C[C@H](C)[C@@H](CN(C)C(=O)NC(C)C)OCCCC[C@@H](C)O2 | -2.9 | -2.0 | 8.8 | 3.0 | 0.0 | 0.7 | 14.4 | 0.8
C[C@H](CO)N1C[C@H](C)[C@@H](CN(C)Cc2ccc(Cl)c(Cl)c2)Oc2c(NC(=O)CCC(F)(F)F)cccc2C1=O | -2.8 | -26.0 | 0.0 | 0.0 | 0.3 | / | -6.1 | 3.0
COc1ccc(N2C(=O)CC(N(CCc3ccccc3)C(=O)c3ccccc3)C2=O)cc1 (stereo not given) | -10.4 | -31.6 | / | 0.0 | 0.0 | 8.2 | -8.2 | /
CCN(C(=O)C1CCCN(c2nc(-c3ccc(OC)cc3)no2)C1)c1ccc(OC)cc1 (stereo not given) | / | -15.3 | -1.8 | 4.1 | 0.3 | -4.4 | -9.9 | 6.7
CCNC(=O)C1(C)CCCN(C(=O)c2ccc3c(c2)C(C)(C)CCC3(C)C)C1 (stereo not given) | / | / | -9.0 | 2.5 | 0.0 | 1.6 | -7.8 | -0.3
O=C(O)c1cccc2c1C(=O)N(c1ccccc1)C2 | -3.5 | 0.5 | -2.8 | -0.2 | 0.0 | -7.6 | 0.5 | -3.1
Cc1c(C(=O)Nc2ccccc2)cnn1-c1ccccc1 | -8.5 | -14.9 | / | -21.4 | -0.1 | 1.6 | -0.6 | /
CCNc1c(NS(=O)(=O)c2ccc([N+](=O)[O-])cc2)c(=O)oc2ccccc12 | -1.6 | 8.2 | 12.7 | 1.6 | 0.4 | 0.6 | -1.6 | 4.0
COCCNC(=O)C(=O)NNC(=O)CCc1ccccc1 | -8.9 | -1.1 | / | 0.4 | 0.3 | -5.1 | -14.3 | /
O=S(=O)(c1ccc(Cl)cc1)c1nc(-c2ccco2)oc1N1CCOCC1 | 1.5 | 18.7 | / | 0.6 | 0.3 | -1.3 | -22.7 | -7.4
COc1cccc(N2CC(O)Cn3c2nc2c3c(=O)[nH]c(=O)n2C)c1 (stereo not given) | -6.5 | 16.6 | -4.9 | -4.4 | 0.4 | -1.7 | -0.7 | -0.1
CCNC(=O)C[C@@H]1C=C[C@@H](NC(=O)C2CCOCC2)[C@@H](CO)O1 | -6.6 | 2.8 | 0.7 | 2.2 | 0.3 | -1.3 | 3.9 | 0.6
COc1ccc2oc(C(=O)Nc3nc4ccccc4[nH]3)c(C)c2c1 | -0.4 | 8.4 | 4.5 | 0.4 | -0.2 | -3.3 | 0.5 | -12.4
O=c1oc2ccc(NS(=O)(=O)c3cccc4cccnc34)cc2s1 | -1.1 | -12.3 | 3.5 | 3.2 | 0.0 | -2.5 | 4.2 | -0.3
COc1ccccc1C(CNC(=O)C1CC(=O)N(Cc2ccc(C)cc2)C1)N1CCCC1 (stereo not given) | / | -2.3 | -3.9 | 4.7 | 0.0 | 2.6 | -9.7 | -1.1
C[C@@H]1CCCCO[C@H](CN(C)C(=O)NC2CCCCC2)[C@H](C)CN([C@H](C)CO)C(=O)c2cc(NS(=O)(=O)c3cn(C)cn3)ccc2O1 | -1.8 | -5.5 | -4.2 | -1.8 | -0.4 | 5.4 | -5.9 | -0.6
Cc1cccc(-c2ccc([C@H]3[C@@H](CO)N4CCCCN(Cc5cncnc5)C[C@H]34)cc2)c1 | 8.5 | 14.3 | -3.5 | 0.2 | 0.1 | 1.2 | 24.0 | -1.4
Cc1ccc2nc(-c3ccccc3)c(Cc3ccsc3)n2c1 | / | 8.4 | / | 3.5 | 0.0 | / | -69.2 | /
CC1CCCCC1NCc1cccc([N+](=O)[O-])c1 (stereo not given) | 2.9 | 1.5 | / | 1.8 | 0.0 | 0.9 | -12.9 | 28.7
COc1ccc(CC(=O)NC2CCSc3ccccc32)c(OC)c1 (stereo not given) | / | -8.2 | -4.5 | 2.8 | 0.1 | -4.0 | -10.2 | 4.3
Cc1noc(C)c1S(=O)(=O)N(C)C[C@H]1OCCCC[C@H](C)Oc2ccc(NC(=O)CCC(F)(F)F)cc2C(=O)N([C@H](C)CO)C[C@H]1C | / | -2.1 | / | -2.7 | 0.0 | 0.4 | 6.3 | /
O=C(Nc1cccc(C(=O)O)c1)/C(=C\c1ccccc1)NC(=O)c1ccccc1 | 1.1 | 19.2 | 2.7 | 0.5 | 0.0 | -1.0 | 0.1 | 11.3
CN(Cc1ccc(Cl)c(Cl)c1)C(=O)c1cccc(S(=O)(=O)N2CCN(Cc3ccccc3)CC2)c1 | 2.9 | -49.5 | 12.1 | -1.6 | -0.1 | -0.7 | 9.4 | -30.0
O=C(Nc1cccc(F)c1)N1CCCCN2[C@H](CO)[C@H](c3ccc(C#Cc4cccnc4)cc3)[C@H]2C1 | -2.2 | -10.0 | 0.8 | -2.4 | 0.1 | -1.9 | 42.6 | -3.7
S=c1[nH]nc(C2CCCCC2)n1/N=C/c1c(Cl)cccc1Cl | -2.2 | 10.7 | -2.4 | -1.8 | 0.1 | -2.5 | -17.8 | -2.2
COC(=O)c1ccc(-c2ccco2)n1Cc1ccccc1Cl | -2.3 | 0.1 | 5.6 | / | / | / | / | -7.0
COc1ccc(CCC(=O)NNC(=O)Nc2cc(Cl)ccc2C)cc1 | -0.1 | 4.1 | 5.7 | 1.5 | 0.0 | -2.9 | -12.9 | 1.7
CC(=O)NC(c1ccc(F)c(F)c1)c1nc(-c2cnc3ccccc3c2)cs1 (stereo not given) | / | -14.1 | 5.2 | 1.1 | -0.1 | -1.0 | -9.3 | 11.1
O=C(Nc1ccc2c(c1)[C@H]1C[C@H](CC(=O)N3CCc4ccccc4C3)O[C@@H](CO)[C@H]1O2)Nc1ccccc1F | / | -22.2 | / | 0.0 | 0.1 | / | / | -16.8
C[C@@H]1CN([C@@H](C)CO)S(=O)(=O)c2ccc(C3=CCCCC3)cc2O[C@@H]1CN(C)S(C)(=O)=O | 3.8 | -1.5 | -1.3 | -3.6 | -1.0 | 2.0 | 4.7 | 3.1
CC(=O)CC(=O)N1C(=O)N(C)[C@@]2(C)Oc3ccccc3[C@@H]1[C@H]2COC(=O)c1ccc([N+](=O)[O-])cc1 | 31.7 | / | -2.7 | 0.5 | / | 0.5 | 14.0 | /
